High-throughput results: PubChem, several laboratories
UHRF1 binding = human UHRF1 methylated DNA binding inhibitors. 370,000 tested, 0.75% active. inhibition, % at 4.4 µM. AID 687016. UHRF1 binding to methylated oligo, TR-FRET; in the data active = inhibition above about 21%;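 note: UHRF1 SRA domain binding a hemimethylated CpG hairpin DNA probe; 0% = median of test compound wells and 100% = reference inhibitor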
ASAP1 GAP inh = ASAP1 ArfGAP inhibition | ASAP1-stimulated ARF1 GTP hydrolysis, GDP FP detection | inhibition, % at 16.5 µM | Q9ULH1 | 360,000 tested, 0.19% active; in the data active = inhibition above about 25%;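 note: 0% = vehicle with enzyme and substrate and 100% = no enzyme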
Target sequence (Q9ULH1 325-724 limits assumed): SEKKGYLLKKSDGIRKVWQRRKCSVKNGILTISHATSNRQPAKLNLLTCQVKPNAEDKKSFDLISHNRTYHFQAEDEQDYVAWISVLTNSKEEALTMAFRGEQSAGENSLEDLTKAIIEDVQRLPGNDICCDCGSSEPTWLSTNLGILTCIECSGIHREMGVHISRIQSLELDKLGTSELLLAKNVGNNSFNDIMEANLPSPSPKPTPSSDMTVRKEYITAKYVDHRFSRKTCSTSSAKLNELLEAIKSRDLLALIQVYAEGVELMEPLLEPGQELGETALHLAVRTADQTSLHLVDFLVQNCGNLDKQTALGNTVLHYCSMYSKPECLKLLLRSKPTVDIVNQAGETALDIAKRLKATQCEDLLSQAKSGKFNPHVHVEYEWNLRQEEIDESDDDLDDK
Rev-erbA mod = modulates human Rev-erb alpha binding to DNA. P20393. Rev-erbα–FITC-DNA binding, fluorescence polarization, 90 min. activity, % at 10 µM. 370,000 tested, 0.79% active;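 active = activity above about 14%, limit read from the data; passing the limit was not always enough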;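 note: 0% = DMSO wells with 35 nM protein and 100% = DMSO wells with 750 nM protein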
PLCb3 inh = PLC-beta3 (human) inhibition, primary screen | AID 720704 | 370,000 tested, 0.18% active | Purified PLC-beta3, fluorogenic substrate, fluorescence | inhibition, % at 12.2 µM; in the data active = inhibition above about 11%;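 note: 0% = median of compound wells on plate and 100% = full blocker control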
ARFGAP1 inhibitor = inhibits rat ARF GTPase activating protein 1. inhibition, % at 16.5 µM. Arfgap1-stimulated ARF1 GTP hydrolysis, GDP FP detection. 360,000 tested, 0.26% active. Q62848;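 active = inhibition above a per-plate limit, mean inhibition of low control wells plus 3 SD, cut at about 25% in these data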;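 note: 0% = DMSO wells with enzyme and 100% = wells lacking Arfgap1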
Target sequence (Q62848 1-136 limits assumed): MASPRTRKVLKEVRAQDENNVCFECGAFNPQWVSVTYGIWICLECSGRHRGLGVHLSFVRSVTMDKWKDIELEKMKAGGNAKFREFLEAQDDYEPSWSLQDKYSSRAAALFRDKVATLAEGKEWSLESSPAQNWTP
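Assay system: purified rat His6-Arfgap1 residues 1-136 (GAP domain); Reagent: human Δ17 ARF1 bound to GTP; Dosing: 16.5 µM single point, 1.26% DMSO; Times: GTP hydrolysis reaction 2 h at 25 °C; Signal: FP, GDP Alexa 633 tracer displaced from anti-GDP antibody, 620/688 nm; Measure: % inhibition from polarization.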
PLC-gamma1 inh = inhibitors of human phospholipase C gamma1; P19174; purified PLC-gamma1, fluorogenic substrate, fluorescence; inhibition, % at 12.2 µM; 370,000 tested, 0.84% active; in the data active = inhibition above about 9.5%
proKLK7 act = activators of human kallikrein-7 zymogen; P49862; purified proKLK7, EDANS-DABCYL substrate fluorescence; 100% is mature enzyme control, 0% vehicle; activation, % at 7 µM; 370,000 tested, 0.9% active; AID 652039;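 active = activation above the mean of all tested compounds plus 3 SD, computed per campaign excluding outliers beyond control limits, cut at about 13% in these data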
DDE Tn6 FP inh = inhibitors of Tn6 peptide binding to human fibrin DD(E); P02675; Fibrin DD(E) TRITC-Tn6 fluorescence polarization displacement; inhibition, % at 8.3 µM; 370,000 tested, 0.21% active;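 active = inhibition above a per-campaign cutoff: mean of compounds within control limits plus 3 SD, cut at about 15% in these data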;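 note: 0% = median of all compound wells on the plate and 100% = blocking peptide control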
Target sequence (P02675 whole entry, looked up): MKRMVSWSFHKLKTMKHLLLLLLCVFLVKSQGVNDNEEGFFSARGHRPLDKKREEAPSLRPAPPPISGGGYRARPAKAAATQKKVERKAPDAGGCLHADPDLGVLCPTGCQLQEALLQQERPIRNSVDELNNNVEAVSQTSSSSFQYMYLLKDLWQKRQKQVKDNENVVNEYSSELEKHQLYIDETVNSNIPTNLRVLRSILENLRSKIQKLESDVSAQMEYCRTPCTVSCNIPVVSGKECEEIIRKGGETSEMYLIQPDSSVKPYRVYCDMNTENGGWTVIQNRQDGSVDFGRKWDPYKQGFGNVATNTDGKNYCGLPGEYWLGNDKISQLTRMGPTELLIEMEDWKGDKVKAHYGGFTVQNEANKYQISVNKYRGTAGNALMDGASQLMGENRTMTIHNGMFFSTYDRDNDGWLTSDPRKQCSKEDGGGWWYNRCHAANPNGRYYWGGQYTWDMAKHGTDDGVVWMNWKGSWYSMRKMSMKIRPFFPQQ
HGIII-sPLA2 inh = Inhibits HGIII-sPLA2 liposome hydrolysis, primary screen; Q9NZ20; QFRET BODIPY PC-A2 liposome hydrolysis, fluorescence; inhibition, % at 12.2 µM; 370,000 tested, 0.56% active; AID 743126;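 active = inhibition above mean plus 3 SD of compounds lying within the high and low control bounds, cut at about 19% in these data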;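 note: 0% = median of test compound wells and 100% = no enzyme DMSO wells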
DDE Tn7 FP inh = inhibitors of Tn7 peptide binding to human fibrin DD(E); AID 720508; P02675; FP displacement of FITC-Tn7 peptide from fibrin DD(E); 0% = median of compound wells per plate; inhibition, % at 8.3 µM; 370,000 tested, 0.13% active;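 active = inhibition above the mean of compounds falling within the control limits plus 3 SD of them, cut at about 14% in these data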;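 note: 0% = plate median of compound wells and 100% = 10 µM Aha-Tn7 peptide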
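Assay system: human fibrin DD(E). Input: DD(E) 2 µM final. Medium: Tris buffer with calcium and detergent, pH 7.8. Compound dosing: single point at 8.3 µM. Timing: 10 min plus 3 h, room temperature. Technique: fluorescence polarization of the labelled Tn7 tracer. Read-out: percent inhibition. Replicates: singlicate testing.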
Starred values were filed as active, the others as inactive; i = inactive; x = no result given; & = joins results of further samples.

item	compound	UHRF1 binding	ASAP1 GAP inh	Rev-erbA mod	PLCb3 inh	ARFGAP1 inhibitor	PLC-gamma1 inh	proKLK7 act	DDE Tn6 FP inh	HGIII-sPLA2 inh	DDE Tn7 FP inh
1	O=[N+]([O-])c1ccc(C(O)CN=Cc2ccc(O)cc2O)cc1 (configuration not stated)	1	-3	-2	-9	-4	-1	-0.5	-5	7	-3
2	CC[C@]12c3[nH]c4cc(CCC(=O)N(C)C)ccc4c3CCN1C(=O)[C@@H](CC(=O)NCCN1CCOCC1)C[C@@H]2C(=O)N1CCN(C(=O)c2ccco2)CC1	-1	1	-6	2	2	-3	-0.2	13	-2	1
3	CCn1nc(C)c(CNC(=O)c2ccc(OC3CCN(Cc4ccccn4)CC3)cc2)c1C	0	-4	1	-6	1	1	-0.1	4	8	-5
4	Cn1cccc1/C=C1\SC(=S)N(CC(=O)O)C1=O	-28	3	15	-4	4	-1	0.5	2	-11	-15
5	CCN(Cc1ccccc1)C(c1ccc(C(F)(F)F)cc1)c1nnnn1C(C)(C)C (configuration not stated)	1	2	3	6	-9	1	0.2	2	2	4
6	O=C(NCC(c1ccco1)N1CCc2ccccc2C1)c1cccc(Br)c1 (configuration not stated)	1	-5	2	-11	-2	-10	-0.6	4	0	4
7	CCOC(=O)c1[nH]c(C)c(C(=O)N(C)C)c1C	-1	-11	6	2	-1	-1	0.2	1	2	-1
8	CCOc1ccc(N(CC(=O)Nc2cc(C)ccc2C)S(=O)(=O)c2c(C)[nH]c(=O)[nH]c2=O)cc1	-4	-5	-3	-2	-5	2	0.4	10	-16	1
9	COCCNC(=O)C(=O)NNC(=O)c1ccccc1OC	-1	4	-1	2	-8	3	-0.1	-6	0	1
10	CCC/C(O)=C1\C(=O)CCCC1=NCCc1c(C)[nH]c2ccc(OC)cc12	-3	3	-4	2	-2	0	0.2	4	-5	-3
11	CC(C)C(=O)Nc1cccc(NC(=S)NC(=O)c2ccc3c(c2)OCO3)c1	1	-10	3	-2	7	5	-0.1	2	8	-2
12	COc1ccc(CNC(=O)C[C@H]2C(=O)N(c3ccccc3)C[C@@H]2Cc2ccccc2)cc1	1	-1	1	0	-7	1	0.8	2	-16	-2
13	COc1cc(-c2[nH]ncc2CN2CCN(Cc3cccs3)CC2)cc(OC)c1OC	-2	-2	-2	-6	6	-2	-0.3	9	-9	6
14	Cn1c(N2CCOCC2)nc2c1c(=O)n(Cc1ccc(Cl)c(Cl)c1)c(=O)n2C	1	-8	-5	1	-3	0	0.7	-1	0	12
15	COc1cccc(-n2cnnc2SCC(=O)NC2CC2)c1	0	-16	-3	-3	-14	5	0.3	-6	4	1
16	COc1ccc(N=Cc2cccc(C)c2O)cc1Cl	-6	3	-1	2	-5	2	-0.4	14	7	1
17	COCCn1c(SCC(=O)Nc2ccccc2OC)nc2ccccc21	0	-1	0	-4	-2	1	0.2	11	3	-2
18	COc1ccc(NC(=O)COC(=O)c2ccc(N3CCCC3=O)cc2)cc1OC	7	-8	-3	1	-5	-3	-0.2	1	2	-4
19	COc1ccc(C)cc1S(=O)(=O)N(CC(=O)O)c1ccccc1	-1	-6	-4	1	11	-1	0.7	-3	7	0
20	Cc1[nH]c2ccccc2c1/C=N/NC(=O)CCC(=O)Nc1ccccc1	2	6	1	-14	-2	-19	0.2	-3	-9	-1
21	COc1cc(/C=N/NC(=O)CCN2CCCCC2)ccc1O	1	14	6	-2	5	1	-8.3	1	1	-4
22	COC(=O)c1cc(=O)nc(NN=Cc2ccc(C)cc2)s1	-1	-10	-9	-1	2	-2	0.3	5	0	1
23	CC(C)C(=O)Nc1ccc2c(c1)Cc1cc(NC(=O)C(C)C)ccc1-2	-1	3	-1	3	-5	1	-0.1	-6	-2	-7
24	CN(Cc1ccccc1)c1ccc(C(CC(N)=O)NC(=O)Cc2cccc3ccccc23)cc1[N+](=O)[O-] (configuration not stated)	2	9	5	-2	12	8	-0.3	5	-11	3
25	O=C(Cc1ccc(Cl)cc1)c1ccccc1	-1	-14	-2	4	-3	0	-0.6	-1	-31	2
26	O=C(OCc1ccccc1)N1CCC2CC1c1c2cccc1N1CCOCC1 (configuration not stated)	4	12	10	2	2	-1	-0.3	-8	12	-4
27	Cc1ccc2oc(=O)cc(CN3CC(C)OC(C)C3)c2c1 (configuration not stated)	0	1	-1	-6	-4	0	0.8	-1	4	0
28	CCOC(=O)c1ccc(NC(=O)c2cn(-c3ccccc3)nc2-c2ccncc2)cc1	-1	19	-1	2	8	-1	0.8	1	-2	-1
29	O=c1c2cc(N3CCOCC3)ccc2[nH]c(=S)n1Cc1ccc(Cl)cc1	0	-8	-2	-329	0	-271	-3.7	-2	6	-4
30	COc1ccccc1-n1c(-c2ccc(Cl)cc2)c[nH]c1=S	-1	6	3	-2	-9	0	1.0	5	15	2
31	CCN(CC)c1ccc(/C=N/N2CCN(Cc3ccc(C)cc3C)CC2)c(O)c1	3	1	2	-11	6	-7	-0.3	5	-2	0
32	COc1ccc(/C=C/C(=O)N(C(C)C)C(C)C)cc1Br	-5	-5	1	6	-8	3	0.3	-1	-9	5
33	CC1(C)CC(=O)C(N=Nc2ccc(F)cc2)=C(O)C1	0	-7	0	-4	5	-2	0.2	-6	-3	-8
34	CCOc1ccccc1N1CCN(C(=O)c2cc3c(C)cc(C)cc3[nH]2)CC1	0	-1	-1	-7	-6	-2	-0.7	-6	-8	0
35	CCCNC(=O)C1(C)CCCN(C(=O)CN2C(=O)c3ccccc3C2=O)C1 (configuration not stated)	4	8	-2	-6	-7	10*	-0.2	-3	10	0
36	CCCCn1cnc2c(SCc3ccccc3Cl)nc(N)nc21	-1	-4	0	1	-2	-3	0.5	9	-8	0
37	CC1(C)CC(=O)C(N=Nc2ccc3ncsc3c2)=C(O)C1	-2	-18	-2	0	-7	0	0.3	1	-3	-4
38	COC(=O)[C@]12C[C@H](CC(=O)NCc3ccc(OC)c(OC)c3)C(=O)N(Cc3ccc4c(c3)OCO4)C1=C[C@H](C(C)C)O[C@@H]2C1CC1	-1	x	-2	1	x	6	0.0	3	0	-7
39	CN(C)CCCN1C(=O)CSC1c1ccc([N+](=O)[O-])cc1 (configuration not stated)	7	2	2	-4	9	1	0.3	-8	7	2
40	CN(C(=O)n1cnc2ccccc21)c1ccccc1	-2	-16	4	4	-10	0	-0.5	-3	-2	6
41	Cc1ccc(C)c(N(CC(=O)Nc2cc(Cl)ccc2Oc2ccccc2)S(C)(=O)=O)c1	-2	2	10	3	4	4	-0.9	5	-20	8
42	O=C([C@@H]1C[C@H]1c1ccccc1)N1CC[C@H]2[C@H](CCCN2Cc2ccccc2)C1	-2	x	11	0	x	0	0.1	-1	-5	6
43	CN1/C(=C/C2CC(=O)NC2=O)C(C)(C)c2ccccc21 (configuration not stated)	-3	0	1	-22	31*	-16	-0.1	2	5	-5
44	CN(C)Cc1c(O)ccc2c(-c3ccccc3)cc(=O)oc12	2	0	5	i	-4	i	13*	-7	2	-7
45	Cn1cc(S(=O)(=O)N2CCc3ccccc3C2)c(=O)n(C)c1=O	-1	8	0	3	-6	0	0.3	9	1	-4

Three entries out of the list above, sorted by their value in PLC-gamma1 inh, lowest first.
nr	canonical_smiles	PLC-gamma1 inh
43	CN1/C(=C/C2CC(=O)NC2=O)C(C)(C)c2ccccc21 (configuration not stated)	-16
26	O=C(OCc1ccccc1)N1CCC2CC1c1c2cccc1N1CCOCC1 (configuration not stated)	-1
10	CCC/C(O)=C1\C(=O)CCCC1=NCCc1c(C)[nH]c2ccc(OC)cc12	0

Carrying on:
item	compound	UHRF1 binding	ASAP1 GAP inh	Rev-erbA mod	PLCb3 inh	ARFGAP1 inhibitor	PLC-gamma1 inh	proKLK7 act	DDE Tn6 FP inh	HGIII-sPLA2 inh	DDE Tn7 FP inh
46	Cc1cc(Br)c(OCC(=O)NN)c2c1CCC2	-3	0	3	-4	3	-4	0.1	-5	-4	-3
47	O=C(c1ccc(Cl)c(Cl)c1)N1CCN(c2ccccn2)CC1	-1	6	0	-6	14	2	0.9	-10	-3	3
48	CC1(C)CC(=O)C(C2(O)C(=O)Nc3ccccc32)CO1 (configuration not stated)	-3	-15	-3	-3	5	0	0.2	-1	3	4
49	COC(=O)C1CC(Cl)CN1c1ncc(C(F)(F)F)cc1Cl (configuration not stated)	-1	-9	8	1	-7	-1	-0.5	5	1	-1
50	Cc1cc(Cl)ccc1OCC(=O)Nc1cccc(S(=O)(=O)N2CCCC2)c1	11	-1	8	-11	2	-2	-0.5	-9	-25	2
51	COC(=O)c1c(C)[nH]c(C(=O)COC(=O)CCNS(=O)(=O)c2cccc(C(F)(F)F)c2)c1C	-1	-14	-2	-3	5	1	0.0	-3	-18	-9
52	Cc1onc(-c2c(F)cccc2Cl)c1C(=O)Nc1cccc(S(=O)(=O)NCc2ccco2)c1	12	-2	0	0	2	-4	-0.3	2	-27	-1
53	O=C1CCc2ccc(OCCCCN3CCN(c4cccc(Cl)c4Cl)CC3)cc2N1	2	1	-1&3	3	11	0	-0.6	-2	-22	-1
54	NC(=O)N1CCC2(CC1)NC(=O)N(c1ccccc1)N2	-4	2	-4	1	-1	-1	-0.4	3	-3	0
55	COc1ccccc1CN1CC(C(=O)NCc2nccn2C)CCC1=O (configuration not stated)	5	-3	20*	4	-2	1	-0.1	7	2	0
56	C[C@@H]1CN(C(=O)OC(C)(C)C)CCN1c1ccc(N2CCN(Cc3ccccc3)[C@@H](C)C2)c(C#N)c1	-2	-1	-6	-68	12	-77	-1.9	-5	7	-12
57	O=C(c1ccc(-c2ccccc2Cl)o1)N1CCN(c2ccccc2O)CC1	0	12	2	-12	2	2	0.3	3	-6	-3
58	O=C(Nc1cc(C(F)(F)F)ccc1-n1cncn1)c1ccc(Cl)cc1	7	8	-2	1	5	4	0.0	2	11	-5
59	CCc1cccc(CC)c1NC(=O)COC(=O)c1ccc2c(c1)S(=O)(=O)c1ccccc1C2=O	3	3	-1	-3	10	4	0.0	-8	15	-4
60	O=C(CN1C(=O)NC2(CCCc3ccccc32)C1=O)Nc1ccccc1OC(F)F (configuration not stated)	-1	12	4	-3	4	-3	0.0	-3	-6	4
61	CCCN1/C(=C2/SC(=S)N(CC)C2=O)C=Cc2ccccc21	4	-10	1	3	12	2	0.1	0	14	4
62	O=C(Cc1ccccc1)NCCSC1CCCCC1	-2	-11	1	5	5	3	0.0	5	2	0
63	O=C(COC(=O)Cc1ccc(Cl)cc1Cl)NCc1ccco1	1	-2	0	1	12	1	0.2	1	-12	6
64	c1ccc(-c2cccs2)nc1	0	-13	7	-4	6	3	0.2	3	-4	-2
65	CCOC(=O)C1(C)CCCN1C(=O)c1csnn1 (configuration not stated)	-1	-9	0	6	-4	1	0.1	-6	1	3
66	O=C1CCc2ccc(NS(=O)(=O)c3ccc(F)cc3)cc2N1	2	10	0	-11	5	-5	0.1	6	6	3
